Compound activity deposited in PubChem BioAssay by several laboratories.
mABHD4 FP = inhibitors of mouse ABHD4; actives 0.54% (n = 370,000); inhibition, % at 8.92 µM; purified mABHD4, FP-Rh probe fluorescence polarization; Q8VD66;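 active = inhibition exceeding the mean over every tested compound plus 3 SD, cut at about 30% in these data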;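 also: 0% = plate median of compound wells and 100% = S159A mutant with DMSO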
Target sequence (Q8VD66 whole entry, looked up): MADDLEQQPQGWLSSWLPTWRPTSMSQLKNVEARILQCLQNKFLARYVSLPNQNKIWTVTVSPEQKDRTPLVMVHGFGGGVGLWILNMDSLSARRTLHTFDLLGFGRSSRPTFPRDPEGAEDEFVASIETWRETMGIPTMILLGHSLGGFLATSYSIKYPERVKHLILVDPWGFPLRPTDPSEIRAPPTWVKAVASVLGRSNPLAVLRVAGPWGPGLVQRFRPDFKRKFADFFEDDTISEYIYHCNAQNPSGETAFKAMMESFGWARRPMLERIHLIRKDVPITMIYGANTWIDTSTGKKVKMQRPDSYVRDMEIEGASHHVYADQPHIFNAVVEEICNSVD
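Test system: mouse ABHD4 enzyme, wild type. Reagent: FP-Rh fluorescent activity-based probe, added after compound pre-incubation. Timing: pre-incubation 45 min, probe exposure 60 min, at 25 °C. Technique: FP readout, ex 525 nm / em 598 nm. Benchmarks: high control S159A mutant with DMSO, low control median of compound wells.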
SIAE inh = blocks human sialic acid acetylesterase | SIAE FP-Rh probe binding, fluorescence polarization | inhibition, % at 9.66 µM | actives 0.69% (n = 370,000);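 active = inhibition above a cutoff: mean of compounds within the control limits plus 3 SD of those, cut at about 17% in these data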;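 also: 0% = plate median of compound wells and 100% = probe without SIAE protein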
UHRF1 MBD2 ctr = blocks human UHRF1 binding to methylated DNA. inhibition, % at 4.4 µM. UHRF1 binding to methylated oligo, TR-FRET. AID 687016. Q96T88. actives 0.75% (n = 370,000); in the data active = inhibition above about 21%;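 also: UHRF1 SRA domain binding a hemimethylated CpG hairpin DNA probe; 0% = median of test compound wells and 100% = reference inhibitor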
NPR2 activator = GC-B (human) receptor activation; HEK293-GC-B cells, CNP EC30, cGMP TR-FRET; 0% at EC30 CNP, 100% saturating CNP; activation, % at 10 µM; actives 0.11% (n = 370,000);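 active = activation at 10 µM reaching about 35% in either raw or pattern-adjusted values, limit read from the data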
rCAG RNA binder = r(CAG) repeat RNA binding | AID 651821 | inhibition, % at 3 µM | TO-PRO-1 dye displacement fluorescence | actives 1.3% (n = 370,000);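 active = inhibition above the plate cutoff, the mean of all test compounds on that plate plus 3 SD, cut at about 35% in these data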;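 also: 0% = DMSO alone and 100% = 100 µM mitoxantrone as full dye displacement; higher means more dye released from RNA so lower well fluorescence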
NPR1 activator = GC-A (human) enzyme activation. HEK293 GC-A cells, cGMP TR-FRET, EC30 ANP; 0% at EC30 ANP, 100% saturating ANP. AID 1671463. P16066. activation, % at 10 µM. actives 0.14% (n = 370,000); in the data active = activation above about 40%
PRMT1 inh = blocks human protein arginine methyltransferase 1; AID 652257; Q99873; recombinant PRMT1, activity-based probe fluorescence polarization; inhibition, % at 2.79 µM; actives 1.3% (n = 370,000);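 active = inhibition above about 21% made by adding two undisclosed values, limit read from the data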
MBD2 DNA inh = MBD2-methylated oligo binding inhibition; inhibition, % at 4.4 µM; TR-FRET, MBD2 binding to methylated oligonucleotide; actives 0.31% (n = 370,000); Q9UBB5; in the data active = inhibition above about 13%
TCR CD3 inh = inhibitors of human TCR-CD3 interaction | TAMRA-labeled TCR probe fluorescence, biochemical | inhibition, % at 9.4 µM | actives 0.37% (n = 360,000) | AID 651800; in the data active = inhibition above about 19%;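 also: recombinant mutant TCR 2C K166C tagged with TAMRA read by polarization; 0% = receptor in buffer alone and 100% = receptor with positive control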
HTRA1 inh = HTRA1 (human) protease inhibition; actives 0.5% (n = 340,000); inhibition, % at 5.96 µM; recombinant HTRA1, FP-rhodamine activity-based probe, fluorescence polarization; in the data active = inhibition above about 36%;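 also: 0% = enzyme with DMSO and 100% = wells lacking enzyme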
Target sequence (Q92743 whole entry, looked up): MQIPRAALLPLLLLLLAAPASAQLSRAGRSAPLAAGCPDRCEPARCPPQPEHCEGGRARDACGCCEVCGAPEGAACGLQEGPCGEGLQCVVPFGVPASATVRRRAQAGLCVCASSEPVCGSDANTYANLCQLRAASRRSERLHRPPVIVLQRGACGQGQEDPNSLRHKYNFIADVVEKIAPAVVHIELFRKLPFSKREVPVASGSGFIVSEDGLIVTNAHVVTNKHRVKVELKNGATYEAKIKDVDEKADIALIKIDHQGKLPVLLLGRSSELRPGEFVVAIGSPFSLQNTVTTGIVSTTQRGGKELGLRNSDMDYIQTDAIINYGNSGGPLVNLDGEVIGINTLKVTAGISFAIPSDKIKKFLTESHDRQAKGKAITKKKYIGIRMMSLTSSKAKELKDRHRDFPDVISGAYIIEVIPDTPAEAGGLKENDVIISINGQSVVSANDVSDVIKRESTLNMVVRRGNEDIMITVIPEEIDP
Starred values were filed as active, the others as inactive; / = not tested or not shown. The list is partial; the hit share may differ from the screen's.

compound	SIAE inh	mABHD4 FP	UHRF1 MBD2 ctr	NPR2 activator	MBD2 DNA inh	PRMT1 inh	rCAG RNA binder	TCR CD3 inh	NPR1 activator	HTRA1 inh
CCNc1nc(NC(C)C)nc(Oc2ccc(OCCOc3ccccc3)nn2)n1	0	-9	-2	9	-2	-1	-6	-3	3	-12
COc1ccc(N(CC(C)C)S(=O)(=O)c2nnc(NC(=O)c3ccco3)s2)cc1	-18	-13	-1	-8	1	2	76*	8	-2	-25
COC(=O)c1sc(N2C(=O)C(O)=C(C(=O)c3ccc(C)o3)C2c2cc(OC)ccc2OC)nc1C (stereo not given)	-2	-7	-4	-11	0	-1	44*	-5	-4	-12
O=C(CCN1CCOCC1)c1ccccc1	0	2	-1	/	-3	0	-1	4	/	2
CC1CCCN(C(=S)Nc2ccc(Nc3ccccc3)cc2)C1 (stereo not given)	6	4	-2	-3	2	-1	2	4	2	/
O=c1[nH]cnc(O)c1N=Nc1ccccc1	-2	-2	-4	-2	-2	6	0	1	4	2
O=C(NCCC1=CCCCC1)C1CCN(C(=O)c2ccc(Cl)cc2)CC1	-2	3	0	1	1	-1	-9	-1	-3	-2
O=C1c2ccccc2NC(c2ccc(O)cc2)N1c1ccccc1 (stereo not given)	5	-5	-1	1	2	-1	2	5	-4	0
O=S(=O)(c1ccccc1)c1nc(-c2ccco2)oc1N1CCCCC1	-3	0	0	1	1	8	0	1	-4	6
CCOC(=O)c1c(C)[nH]c(C(=O)OCC(=O)Nc2cc(C)nn2-c2ccccc2)c1C	18*	-1	-1	2	1	-3	0	4	2	-5
CC(=O)c1ccc(OCC(=O)N2CCCC2c2ccc3c(c2)OCCCO3)cc1 (stereo not given)	1	5	-2	0	-3	3	1	-4	3	8
O=C(Cn1nnc(-c2ccccc2)n1)N/N=C/c1cccc([N+](=O)[O-])c1	5	-2	-6	-3	-6	-3	0	9	-8	-1
CCOC(=O)C(CC)(CC)C(=O)/C=C/c1cccc(Br)c1	1	1	0	-12	-1	-2	-1	-3	5	-12
CC(C)(O)[C@@H]1CC[C@@](C)(C2CC[C@]3(C)C2[C@H](O)CC2[C@@]4(C)CC[C@H](O)C(C)(C)C4[C@@H](O[C@H]4O[C@@H](CO)[C@H](O)[C@@H](O)[C@@H]4O[C@@H]4O[C@H](CO)[C@@H](O)[C@H](O)[C@H]4O)C[C@]23C)O1 (stereo in doubt)	-3	7	-2	3	-1	-3	-3	6	-1	-6
CNC(=O)/C(C#N)=C/c1c(N(Cc2ccccc2)Cc2ccccc2)nc2c(C)cccn2c1=O	-10	-31	-6	-1	-4	-4	4	5	-6	-39
Cn1cccc1/C=N/N1CCN(Cc2ccc(Cl)cc2)CC1	8	3	-7	1	2	-2	-4	0	5	-3
CCCCn1c(N)c(N(CCOC)C(=O)CSc2nc3ccc(C)cc3[nH]2)c(=O)[nH]c1=O	4	-4	-1	3	1	-3	2	1	-5	-2
COc1cc(NC(=O)c2cc(OC)c(OC)c(OC)c2)ccc1NC(=O)c1cccs1	4	-11	-1	-1	3	0	0	-1	1	-9
Cc1cccc(NC(=O)CCOc2ccccc2)c1C	-1	1	3	0	3	2	-3	4	0	-1
CC(C)COc1ccc(C(=O)OCC(=O)NCCC2=CCCCC2)cc1	2	-4	-3	-2	5	-4	-6	9	-3	-12
Cc1cc(=O)n2nc(N3CCCC(C(=O)N4CCN(C)CC4)C3)sc2n1 (stereo not given)	5	5	1	2	2	2	1	-11	11	1
COc1ccc(-c2cc(C(=O)N/N=C(\C)c3cccnc3)c3ccccc3n2)c(OC)c1	-8	-11	-1	6	-7	0	13	2	2	-52
CN(Cc1ccccc1)C(=O)CCC1CCN(C(=O)CCC(F)(F)F)CC1	3	3	1	5	4	-1	-10	-6	4	-2
COc1ccccc1NC(=O)c1ccccc1S(=O)(=O)c1ccc([N+](=O)[O-])cc1	0	-7	1	5	-3	-9	4	-7	-8	2
Cc1cc(C)c(C(=O)N(CCN(C)C)CC2CCCN(Cc3ccccc3F)C2)o1 (stereo not given)	1	9	2	-2	0	-2	-9	8	1	-4
CCc1nnc(NC(=O)CSc2nnc(COc3ccccc3)n2-c2ccc(C)cc2)s1	1	-2	3	-1	-3	-3	5	-5	-1	2
CCN1CCN(Cc2nc3ccc([N+](=O)[O-])cc3c(=O)n2-c2ccc(OC)cc2OC)CC1	19*	0	-1	-6	-6	-5	5	-10	1	-2
O=C(CSc1ccc2c(c1)OCCO2)Nc1ncc(Cl)cc1Cl	-1	2	0	4	-6	1	0	2	7	-4
COc1ccc(Cn2c(/C=C/c3ccccc3)nc3ccccc32)cc1	-10	-13	2	29	-3	-1	-3	11	37	-71
COc1cc2c(cc1OC)CN(C(=S)Nc1ccccc1Cl)CC2	4	-6	3	0	-1	-1	4	4	4	-7
O=C(Cn1c(=O)oc2ccc(Cl)cc21)NC1CCCCC1	-2	-3	-1	-3	3	-1	-1	1	5	-2
CO/N=C/C(C#N)=C/c1cc(C(=O)c2ccccc2)cn1C	-6	7	1	-3	0	3	-3	4	5	-10
Cc1cc(C(=O)NC2CCCc3c2cnn3-c2cccc(C)c2C)no1 (stereo not given)	7	-1	1	0	2	1	-10	1	5	-3
CCOc1ccc(NS(=O)(=O)c2ccc3c(c2)CCN3C(=O)CCC(=O)O)cc1	0	-4	5	2	3	1	14	-13	2	-2
OCC[C@H]1C[C@@H](O)[C@H](O)[C@]2(OCc3ccccc32)O1	-2	3	2	5	2	4	-1	-3	-1	-2
O=C(Nc1cc(Cl)ccc1C(=O)O)c1ccc(CN2C(=O)c3ccccc3C2=O)cc1	-40	-20	1	4	0	4	59*	-4	1	-14
COc1ccc(/C=C(\NC(=O)c2ccccc2)C(=O)OCC2CCCN3CCCCC23)cc1OC (stereo not given)	-1	-3	-1	3	0	-2	-5	1	-3	-1
Cc1cc(=O)n2nc(N3CCC(C(=O)N4CCN(C)CC4)CC3)sc2n1	-4	-3	0	0	1	-3	-2	-3	0	4
Cc1noc(C)c1COc1ccc(C(=O)OCC(=O)Nc2c(C)n(C)n(-c3ccccc3)c2=O)cc1	-4	-1	1	-2	4	3	-2	1	-2	3
CCOC(=O)c1cc2c(c(-c3ccccc3)n1)[C@H](CCO)N(S(=O)(=O)C(C)(C)C)C2	2	-4	1	-1	-2	2	0	-2	-1	7
CN(CCc1ccccn1)C1CCCN(S(=O)(=O)c2ccccc2)C1 (stereo not given)	-6	-10	-1	2	-7	-4	-3	1	1	2
O=C(NN1CCOCC1)c1cc(-c2ccc(Br)s2)nc2ccccc12	-7	-3	0	2	1	-2	1	7	-8	-4
CN1OC[C@@H]2CN(Cc3ccc(Cl)cc3)[C@H](c3ccc(N4CCCCC4)cc3)C[C@@H]21	-2	-7	-1	2	-3	3	6	-3	4	/
CCOC(=O)N1CCN(c2c(N3CCN(c4cc(C)ccc4C)CC3)c(=O)c2=O)CC1	1	1	-1	-3	4	-3	0	1	-4	-1
CCC[C@@H](O)c1cc2cc(OC)c(OC)cc2c(=O)o1	-4	5	-3	2	-1	0	2	0	1	7
O=C(CNC(=O)c1ccccc1Cl)N/N=C/c1ccc([N+](=O)[O-])s1	7	8	3	-5	0	3	5	-7	0	8
Cc1ccc(NC(=O)COC(=O)C2(CC(=O)NC(C)(C)C)CCCC2)cc1C	3	4	-2	1	-3	0	0	5	-2	10
COc1ccc(C(=O)C2CCCN(C(=O)c3noc4c3CCCC4)C2)c(C)c1 (stereo not given)	-5	-10	0	0	0	-4	-9	2	-3	-1
Cc1ccc(Nc2nc(-c3cccnc3)cs2)cc1C	4	20	0	-1	-1	5	3	-5	-13	13
CC(=O)N(C(C)=O)n1c(/C=C/c2cccc([N+](=O)[O-])c2)nc2ccccc2c1=O	-1	2	2	5	4	2	-3	-7	3	1

An excerpt from above, limited to NPR2 activator and SIAE inh:
molecule	NPR2 activator	SIAE inh
CN(CCc1ccccn1)C1CCCN(S(=O)(=O)c2ccccc2)C1 (stereo not given)	2	-6
O=C(NN1CCOCC1)c1cc(-c2ccc(Br)s2)nc2ccccc12	2	-7

New compounds follow
compound	SIAE inh	mABHD4 FP	UHRF1 MBD2 ctr	NPR2 activator	MBD2 DNA inh	PRMT1 inh	rCAG RNA binder	TCR CD3 inh	NPR1 activator	HTRA1 inh
COc1ccc(OC)c(S(=O)(=O)ON2C(=O)c3ccccc3C2=O)c1	-9	6	0	44*	5	2	-2	-5	44*	6
CCOC(=O)N1CCN(S(=O)(=O)c2ccc(OC)c(Cl)c2Cl)CC1	3	-4	-1	-4	-2	-2	-3	4	-2	-8
CCOC(=O)N1CCN(C(=O)C2CCN(S(=O)(=O)c3cc(Cl)ccc3Cl)CC2)CC1	-2	5	3	0	-2	-3	-8	11	0	-3
Cc1cc2occ(CC(=O)N(CCC(C)C)c3c(N)n(Cc4ccccc4)c(=O)[nH]c3=O)c2cc1C	-6	-4	1	-8	4	-1	-1	-7	-9	-2
O=C(CN1CCCC1)NC1C2CC3CC(C2)CC1C3 (stereo not given)	-2	1	-1	2	-2	1	-2	5	0	-8
COC(=O)c1cn(CCOc2ccccc2F)c2ccccc12	0	-17	3	-7	-1	-1	1	-1	0	-37
CCOC(=O)N1CCC(N2CCCC(CO)(Cc3cccc(Cl)c3)C2)CC1 (stereo not given)	-2	-1	2	-2	4	1	-10	-1	-1	-8
Cc1ccc(S(=O)(=O)NCCC(c2ccccc2)c2ccco2)cc1 (stereo not given)	1	-12	3	-4	5	3	0	-5	-12	-16
CCCc1[nH]nc2c1C(c1cccnc1)C(C#N)=C(N)O2 (stereo not given)	6	0	-5	8	-1	2	4	-3	3	1
COc1ccccc1NC(=S)NC(=O)C(C)C	2	5	0	1	5	2	-5	-12	2	6
CNC(=O)c1[nH]cnc1C(=O)Nc1cccc(C)c1	-5	-1	1	-6	1	1	-2	-6	3	2
O=C(NCC(=O)N1CC=C(c2ccccc2)CC1)c1ccc(OC(F)F)cc1	-1	-5	1	-1	-4	5	2	-10	0	-12
COc1ccc(-c2cc(C(=O)NN)n(-c3ccccc3)n2)cc1	-9	-28	3	-2	4	4	8	1	-5	-49
COc1cc(C(=O)Nc2ccc3c(c2)N(C(=O)CCN(C)C)c2ccccc2CC3)cc(OC)c1OC	3	-4	4	4	0	3	4	0	-4	3
O=C(OCc1cn([C@H]2CN(C(=O)C3CCCCC3)[C@@H](c3ccc(Cl)cc3)C[C@@H]2O)nn1)c1ccccc1	2	-16	9	-1	1	0	8	-2	-8	-47
CN(CCO)Cc1csc2ccc(Br)cc12	5	-17	3	-2	6	4	-2	-6	2	3
O=C(CCNS(=O)(=O)c1cccc2nsnc12)Nc1ccc2c(c1)OCCO2	0	2	-2	4	-6	-2	2	3	-2	9
CCN(CC)S(=O)(=O)c1ccc(N2CCCC2)c(NC(=O)c2ccc(OC)cc2OC)c1	4	23	-2	-5	1	0	-2	2	-3	-27
Cc1cccc(-c2n[nH]c([N+](=O)[O-])n2)c1	-2	4	-1	1	0	1	1	5	-1	1
Cn1c2c(c(=O)n(C)c1=O)C(c1ccc(F)cc1)C(C#N)=C(N)O2 (stereo not given)	3	5	-1	1	-6	17	-1	-6	-3	-2
CN1C(=O)Cc2cc(S(=O)(=O)NCc3cccs3)ccc21	-7	-3	-3	2	-1	1	4	-1	-2	-1
